NPY1 pot ag: NPY-Y1 receptor potentiators or agonists, primary screen, cell-based; Neuropeptide Y receptor type 1 (Homo sapiens), P25929; NPY-Y1 expressing cells, potentiator/agonist activation; activation, % at 3.6 µM; 0.37% of 220,000 active; in the data active means activation above about 33%, passing the limit was not always enough;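 further: cells stimulated with NPY at EC10 then isoproterenol at EC100; 0% = low agonist plus stimulus and 100% = saturating agonist plus stimulus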
NPY2 pot ag: NPY-Y2 potentiators or agonists, primary screen, cell-based | Neuropeptide Y receptor type 2 (Homo sapiens), P49146 | cells expressing NPY-Y2, potentiator/agonist read-out | activation, % at 3.6 µM | 0.45% of 220,000 active | AID 1359, 2008; in the data active means activation above about 27%;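 further: cells stimulated with NPY near EC25 plus isoproterenol at EC100; 0% = vehicle plus submaximal agonist and 100% = vehicle plus saturating agonist; some results beyond the cut were filed as inactive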
Mdm2 ligase inh: MDM2-luciferase reporter signal enhancers, primary screen, MDM2 E3 ligase inhibitor project, cell-based, luminescence, 1536-well | signal enhancement, % at 5 µM | E3 ubiquitin-protein ligase Mdm2 (Homo sapiens), Q00987 | AID 1230, 2008 | cell-based MDM2 ubiquitination luciferase reporter, 2 h; 0 = plate control, 100 = twice control, blank-subtracted | 0.11% of 210,000 active;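 active means signal enhancement of 30% or more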;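 further: luminescence tracks abundance of the self-degrading MDM2-luciferase fusion protein; higher signal means inhibition of MDM2 E3 ligase activity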
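Buffer or medium: Cells held in DMEM | Assay system: Stable mammalian line carrying autodegrading MDM2–luciferase fusion reporter | Quantity: 2000 cells/well | Times: 4 h settle plus 2 h compound, 37 °C | Doses: One concentration, 5 µM, with 0.2% DMSO | Technique: Luminescence with SteadyLite reagent, 15 min at room temperature | Benchmarks: Plate controls and plate blanks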
Hck Nef HTS: inhibitors of Nef-activated human Hck kinase, primary screen, biochemical, Z-Lyte FRET, 384-well, Hck-YEEI; 0.68% of 220,000 active; inhibition, % at 20 µM; Tyrosine-protein kinase HCK (Homo sapiens), P08631; Recombinant Hck-YEEI plus Nef, Z-Lyte FRET kinase assay; AID 463187, 2010;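 active means Hck-Nef kinase inhibition above about 50%, limit read from the data; inactive means inhibition below that limit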;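 further: 0% = DMSO with Hck plus Nef and 100% = Hck alone without Nef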
p97 inhibitor: inhibitors of human p97 ATPase, primary screen, biochemical. Transitional endoplasmic reticulum ATPase (Homo sapiens), P55072. recombinant p97 ATPase, Kinase-Glo ATP luminescence, 3 h. inhibition, % at 8 µM. 0.42% of 220,000 active; in the data active means inhibition above about 15%;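 further: 0% = DMSO vehicle and 100% = wells lacking enzyme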
Target sequence (P55072 whole entry, looked up): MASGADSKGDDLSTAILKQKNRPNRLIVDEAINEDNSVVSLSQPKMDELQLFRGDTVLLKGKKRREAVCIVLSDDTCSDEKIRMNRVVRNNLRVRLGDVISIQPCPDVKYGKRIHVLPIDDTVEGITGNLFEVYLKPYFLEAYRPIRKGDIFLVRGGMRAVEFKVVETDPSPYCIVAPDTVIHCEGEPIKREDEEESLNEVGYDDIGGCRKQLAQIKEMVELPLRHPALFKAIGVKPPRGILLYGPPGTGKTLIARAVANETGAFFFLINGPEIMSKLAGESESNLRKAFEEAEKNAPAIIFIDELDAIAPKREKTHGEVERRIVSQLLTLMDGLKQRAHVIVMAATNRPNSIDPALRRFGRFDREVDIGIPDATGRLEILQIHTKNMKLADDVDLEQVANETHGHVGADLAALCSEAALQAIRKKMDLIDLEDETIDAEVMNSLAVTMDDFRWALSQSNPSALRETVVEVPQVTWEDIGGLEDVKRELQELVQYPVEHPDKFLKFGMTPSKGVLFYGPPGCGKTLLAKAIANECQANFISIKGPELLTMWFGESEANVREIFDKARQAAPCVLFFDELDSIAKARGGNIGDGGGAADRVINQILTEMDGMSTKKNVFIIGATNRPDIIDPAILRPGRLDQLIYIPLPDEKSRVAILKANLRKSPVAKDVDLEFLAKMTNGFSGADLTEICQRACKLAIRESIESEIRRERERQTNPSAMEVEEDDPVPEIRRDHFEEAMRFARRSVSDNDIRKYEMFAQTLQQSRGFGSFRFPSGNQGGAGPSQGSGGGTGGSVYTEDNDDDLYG
RBBP9 inh: human RBBP9 inhibitors, primary screen, biochemical, fluorescence polarization, FP-Rh probe, HTS | Serine hydrolase RBBP9 (Homo sapiens), O75884 | recombinant RBBP9 | inhibition, % at 7.94 µM | 0.2% of 220,000 active | AID 1515, 2009;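 active means inhibition above the campaign mean of all tested compounds plus 3 SD, cut at about 14% in these data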;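 further: plate controls were DMSO wells with RBBP9 for no effect and wells lacking RBBP9 protein for full effect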
Target sequence (O75884 whole entry, looked up): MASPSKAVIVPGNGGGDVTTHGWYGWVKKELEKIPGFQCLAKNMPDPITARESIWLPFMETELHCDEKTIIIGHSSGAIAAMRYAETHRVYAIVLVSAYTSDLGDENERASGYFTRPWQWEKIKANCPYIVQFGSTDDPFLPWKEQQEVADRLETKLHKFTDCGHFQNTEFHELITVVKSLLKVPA
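Controls: DMSO-treated enzyme wells and wells lacking RBBP9 | Material: RBBP9 protein | Technique: Fluorescence polarization | Replication: Single well per compound, no replicates | Buffer or medium: Tris-NaCl-Pluronic buffer, pH 8.0 | Timing: 30 min compound preincubation, 45 min probe labeling, 25 °C | Read-out basis: Percent inhibition from mP, scaled between DMSO and no-protein wells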
Runt-CBFb FRET: inhibitors of RUNX1 Runt–CBFb binding, primary screen, biochemical, FRET, Cerulean-Runt, Venus-CBFb, uHTS; Cerulean-Runt/Venus-CBFb FRET ratio 530/480, 1 h; inhibition, % at 20 µM; 0.46% of 220,000 active; AID 1496, 2009;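 active means inhibition over about 50% at 20 µM in the single-dose screen, limit read from the data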;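 further: 0% = DMSO wells and 100% = excess unlabeled CBFb competitor control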
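Doses: 20 µM compound in 1% DMSO | Material: Cerulean-labeled Runt domain protein | Amount: Each fluorescent fusion protein 100 nM | Schedule: Two 1 h room-temperature incubations shielded from light | Measured by: FRET fluorescence | Evaluation: Loss of energy transfer signal | Controls: Unlabeled CBFb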
Runt-SMMHC FRET: inhibitors of RUNX1 Runt–CBFb-SMMHC binding, primary screen, biochemical, FRET, Cerulean-Runt, Venus-CBFb-SMMHC, uHTS. Runt-related transcription factor 1 (Homo sapiens) + Core-binding factor subunit beta …. Cerulean-Runt/Venus-CBFb-SMMHC FRET ratio 530/480, 1 h. inhibition, % at 20 µM. 0.74% of 220,000 active. AID 1434, 2008;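 active means mean inhibition across duplicate retests at 20 µM reaching about 50%, limit read from the data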;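 further: 0% = DMSO wells and 100% = wells with excess untagged CBFb-SMMHC; inhibitors lower the FRET ratio by blocking Runt binding to CBFb-SMMHC; some results filed as inactive read as strong as hits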
NPY Y1 blocker: NPY-Y1 receptor antagonists, primary screen, cell-based | HEK293-CNG Y1 cells, membrane potential fluorescence; NPY at EC95, then isoproterenol | inhibition, % at 3.6 µM | 1% of 200,000 active | AID 1040, 2008;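 active means inhibition above the campaign mean inhibition of all tested compounds plus 3 SD, cut at about 20% in these data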;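 further: 0% = DMSO wells given NPY plus isoproterenol and 100% = isoproterenol alone without NPY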
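Assay system: HEK293 Y1/CNG channel cell line; Doses: single compound dose of 3.6 µM, 0.4% DMSO; Timing: dye 3 h, compound 60 min room temperature, stimulation 45 min; Technique: Membrane-potential fluorescent dye readout; Measure: % inhibition of NPY effect.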
The depositor's hits bear a star; · = no result given.

The first 7 compounds as a preview:
NPY1 pot ag	NPY2 pot ag	Mdm2 ligase inh	Hck Nef HTS	p97 inhibitor	RBBP9 inh	Runt-CBFb FRET	Runt-SMMHC FRET	NPY Y1 blocker	compound
-9	2	-6	11	6	-8	0	-1	·	O=C(CN1C(=O)NC2(CCCCC2)C1=O)Nc1cccc(S(=O)(=O)N2CCOCC2)c1
10	4	-3	-2	1	-4	-2	-2	6	CCOc1ccc(C)cc1S(=O)(=O)n1ccc(C)n1
-8	15	-5	0	0	-11	1	4	1	Cc1cccc(-n2ncc3c(NCc4ccccc4)ncnc32)c1
9	-5	5	4	-1	-4	-2	-1	3	Cc1ccc(-n2nnnc2SCC(=O)NC2CCCc3ccccc32)c(C)c1 (stereo unspecified)
-16	-8	-5	3	-1	-4	1	0	4	O=CN1N=C(c2ccccc2)CC1c1ccccc1[N+](=O)[O-] (stereo unspecified)
2	20	-16	1	-2	-7	0	-2	3	Cc1ccc(S(=O)(=O)C2(C(=O)Nc3nccs3)CC2)cc1
13	19	-10	1	1	-4	0	3	-2	COc1cc([C@H]2[C@@H]3CCCC[C@]3(O)CCN2CC(=O)Nc2ccc(C)cc2)ccc1O

The list itself, previewed entries included:
NPY1 pot ag	NPY2 pot ag	Mdm2 ligase inh	Hck Nef HTS	p97 inhibitor	RBBP9 inh	Runt-CBFb FRET	Runt-SMMHC FRET	NPY Y1 blocker	compound
-9	2	-6	11	6	-8	0	-1	·	O=C(CN1C(=O)NC2(CCCCC2)C1=O)Nc1cccc(S(=O)(=O)N2CCOCC2)c1
10	4	-3	-2	1	-4	-2	-2	6	CCOc1ccc(C)cc1S(=O)(=O)n1ccc(C)n1
-8	15	-5	0	0	-11	1	4	1	Cc1cccc(-n2ncc3c(NCc4ccccc4)ncnc32)c1
9	-5	5	4	-1	-4	-2	-1	3	Cc1ccc(-n2nnnc2SCC(=O)NC2CCCc3ccccc32)c(C)c1 (stereo unspecified)
-16	-8	-5	3	-1	-4	1	0	4	O=CN1N=C(c2ccccc2)CC1c1ccccc1[N+](=O)[O-] (stereo unspecified)
2	20	-16	1	-2	-7	0	-2	3	Cc1ccc(S(=O)(=O)C2(C(=O)Nc3nccs3)CC2)cc1
13	19	-10	1	1	-4	0	3	-2	COc1cc([C@H]2[C@@H]3CCCC[C@]3(O)CCN2CC(=O)Nc2ccc(C)cc2)ccc1O
-2	5	7	2	6	4	0	-7	2	CC(C)C(=O)Nc1ccc(C(=O)NNC(=O)c2cccs2)cc1
-21	-8	-13	1	-6	-6	1	0	-2	C=CCNC(=S)N/N=C(\C)c1cc(OC)c(OC)c(OC)c1
3	2	-16	0	-1	-4	0	-1	-4	CC1(C)CC(=O)C=C(NCCN2CCN(C(=O)Nc3ccc(Cl)cc3)CC2)C1
25	-7	-6	0	5	7	-2	-232	-3	O=C(N/N=C/c1c(Nc2cccc(C(F)(F)F)c2)nc2ccccn2c1=O)c1ccccc1
-15	-7	14	10	-2	-4	-3	5	3	O=C(Nc1ccc2oc(-c3ccccc3)nc2c1)c1ccccc1F
5	-9	-4	0	0	-13	1	0	7	COc1ccc(NC2CC(=O)NC2=O)cc1 (stereo unspecified)
-4	2	-16	1	-10	-3	5	-3	8	O=C(CSc1ccccc1C(=O)NCc1ccccc1)NC1CCCCCCC1
10	6	-11	15	5	-6	2	-4	·	Cc1nc(N)nc(N/N=C/c2ccccc2)n1
-1	0	-30	1	2	-1	1	-1	0	CCOC(=O)C1CCCN(C(=O)c2cc3ncc(Br)cn3n2)C1 (stereo unspecified)
3	-7	6	4	2	-3	2	-2	-1	COc1cc(C(=O)NCCC(=O)NCCc2ccc(Cl)cc2)cc(OC)c1OC
-13	3	-5	2	-3	-4	-1	-3	1	O=C(CC1CCCCC1)Nc1ccccc1-c1ccccc1
1	-10	-11	0	5	-2	2	0	2	Cc1nnc(SCC(=O)N/N=C/c2cc(Cl)c(O)c(Cl)c2)s1
20	5	-19	25	2	-6	1	3	·	CCCc1c(C(=O)Nc2ccc(OC)cc2)cnn1-c1ccccc1
-12	18	-12	-9	2	-7	1	5	1	COc1ccc(-n2ncc3c(NCCCN4CCOCC4)ncnc32)cc1
20	5	-5	14	8	-8	0	-2	·	O=[N+]([O-])c1[nH]cnc1/C=C/c1ccccc1
6	5	-8	3	5	0	5	-10	10	CCOc1cccc(=O)c2c(C)n(Cc3ccco3)c(C)c12
-12	-15	-16	2	2	8	0	4	6	O=C(CN1N=C(c2ccccc2)CCC1=O)NCCCN1CCc2ccccc2C1
10	-6	-15	2	1	-1	-1	-4	3	CCCCS(=O)CC(CS(=O)CCCC)OC(=O)c1ccccc1 (stereo unspecified)
3	-1	·	8	0	0	1	8	-2	COc1cc(C(=O)N2CCN(C/C=C/c3ccccc3)CC2)cc(OC)c1OC
-4	-17	8	-1	-3	-5	2	6	4	O=C(O)c1ccccc1Nc1ccccc1C(=O)O
5	-11	-6	7	9	2	0	-7	·	COc1ccc(-c2noc(CCCC(=O)Nc3ccc(C(N)=O)cc3)n2)cc1OC
-3	-5	18	4	7	1	-2	-2	-4	COc1ccc(NC(=O)N(Cc2cc3cc(OC)c(OC)cc3[nH]c2=O)CC2CCCO2)cc1 (stereo unspecified)
·	·	6	10	·	·	-2	0	·	CC(C)(C)OC(=O)N[C@@H](Cc1ccccc1)[C@H](O)c1ccco1

Next part
NPY1 pot ag	NPY2 pot ag	Mdm2 ligase inh	Hck Nef HTS	p97 inhibitor	RBBP9 inh	Runt-CBFb FRET	Runt-SMMHC FRET	NPY Y1 blocker	compound
10	1	2	-1	1	-7	-2	-3	3	CC1(C)N=C(N)N=C(N)N1c1ccccc1
-6	-4	2	1	4	-11	-5	-22	5	CCOC(=O)C1C(=O)C=C(/C=C/c2ccccc2)CC1c1ccc(Cl)cc1 (stereo unspecified)
-26	6	-11	18	1	3	0	3	2	Cc1occc1-c1nnc(SCC(=O)NCCc2ccccc2)o1
1	10	-1	0	6	-2	2	0	-1	Cc1ccc(C(=O)NCCCC(=O)O)o1
-4	-18	-10	-25	-7	-14	0	-2	8	Cc1ccc(S(=O)(=O)c2nc(NCCN(C)C)sc2Cl)cc1
-7	0	-7	-2	-3	-2	-3	2	4	O=C(CN1CCN(Cc2ccc(Cl)cc2)CC1)N/N=C/c1c[nH]c2ccccc12
15	-3	-20	4	0	5	0	1	-6	CCOCCCNC(=O)C(c1ccc(OC)cc1)N(Cc1cccs1)C(=O)c1ccccc1O (stereo unspecified)
9	-2	-5	9	3	2	2	4	0	O=c1cc(N2CCN(c3ccc(F)cc3)CC2)[nH]c(=O)n1C1CCCCC1
9	5	-12	33	6	-7	30	21	-3	COc1ccccc1C1=NNC(=Nc2cccc(S(=O)(=O)N(C)C)c2)SC1
-9	-49	-6	7	2	3	-1	5	3	O=c1[nH]c(SCc2ccc(Cl)cc2)nc2[nH]ncc12
-4	-5	-14	-6	6	-3	3	-1	-2	CCS(=O)(=O)c1nc(S(=O)(=O)c2ccc(Cl)cc2)c(NCc2ccccn2)s1
8	6	5	15	-2	-6	-1	1	-8	CCSC1=N/C(=C\c2cccnc2)C(=O)N1c1ccccc1
10	2	-9	15	1	-2	-2	-3	1	CC(C)(C)C1(O)CC(C(F)(F)F)=NN1C(=O)CCc1ccccc1 (stereo unspecified)
-5	-22	-7	11	7	-10	0	-4	·	Cc1nn(-c2ccccc2)c(NC(=O)C(C)C)c(-c2ccccc2)c1=O
2	8	8	10	2	3	0	3	-5	CC(=O)Nc1ccc(OCC(O)CN2CCN(c3ccc(Cl)cc3)CC2)cc1 (stereo unspecified)
2	-2	-9	-23	4	1	-3	5	3	Cc1ccc(C(=O)Nc2nnn(C)n2)cc1
14	18	-29	1	0	-10	2	-1	-2	CCOC(=O)Cc1csc(NC(=O)CSc2nc(C)cc(=O)[nH]2)n1
-17	-10	-2	4	-8	-11	-2	-7	-2	COc1ccc(CNC(=O)C(OC(=O)c2ccco2)c2ccc(OC)cc2)cc1 (stereo unspecified)
-3	-4	-7	21	-1	-5	1	-4	2	COc1ccc(CC(NC(C)=O)C(=O)NC2CCN(c3ncccc3[N+](=O)[O-])CC2)cc1 (stereo unspecified)
-8	-4	-2	4	6	-5	2	-5	2	CCOc1cccc(C2c3c(oc4cc(C)c(C)cc4c3=O)C(=O)N2CCCN(C)C)c1 (stereo unspecified)
·	·	3	10	·	·	1	0	·	COC(C[C@@H](O)[C@H](C)[C@H](O)COCc1ccccc1)OC

One compound at a time, from the list above.
COc1ccc(CNC(=O)C(OC(=O)c2ccco2)c2ccc(OC)cc2)cc1 (stereo unspecified) as listed: NPY1 pot ag = -17; NPY2 pot ag = -10; Mdm2 ligase inh = -2; Hck Nef HTS = 4; p97 inhibitor = -8; RBBP9 inh = -11; Runt-CBFb FRET = -2; Runt-SMMHC FRET = -7; NPY Y1 blocker = -2
Cc1ccc(C(=O)Nc2nnn(C)n2)cc1 as listed: NPY1 pot ag = 2; NPY2 pot ag = -2; Mdm2 ligase inh = -9; Hck Nef HTS = -23; p97 inhibitor = 4; RBBP9 inh = 1; Runt-CBFb FRET = -3; Runt-SMMHC FRET = 5; NPY Y1 blocker = 3
O=c1cc(N2CCN(c3ccc(F)cc3)CC2)[nH]c(=O)n1C1CCCCC1 as listed: NPY1 pot ag = 9; NPY2 pot ag = -2; Mdm2 ligase inh = -5; Hck Nef HTS = 9; p97 inhibitor = 3; RBBP9 inh = 2; Runt-CBFb FRET = 2; Runt-SMMHC FRET = 4; NPY Y1 blocker = 0
